From PubChem BioAssay
TR-FRET SRC-2 ct: TR-FRET signal artefacts, primary screen, artefact control for PPARgamma SRC-2 agonist project, biochemical | TR-FRET artefact counter-screen; active compounds read high | TR-FRET ratio at 8 µM | 200,000 compounds, 0.4% hits; in the data active = TR-FRET ratio above about 2000; also: inactives centre near 1500
S1P3 antag: S1P3 receptor antagonists, primary screen, cell-based; inhibition, % at 4.98 µM; 170,000 compounds, 0.27% hits; CHO S1P3 NFAT-BLA reporter, FRET fluorescence, antagonist mode; Sphingosine 1-phosphate receptor 3 (Homo sapiens), Q99500;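 active = inhibition above the plate cutoff, the mean inhibition of test wells on that plate plus 3 SD, cut at about 28% in these data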;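 also: cells challenged with S1P at its EC80 of 0.8 µM; blue over green emission ratio from cleaved BLA substrate after 4 h stimulation; 0% = S1P-stimulated wells and 100% = unstimulated DMSO-only wells; some compounds past the cut are filed as inactive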
STAT3 act: IL-6 driven STAT3 reporter potentiators, primary screen, U3A cells, luciferase, luminescence, MLSCN library. activation (% of control), % at 5.6 µM. 190,000 compounds, 0.91% hits. AID 871, 2007. IL-6 STAT3-luciferase reporter; 100% = signal with IL-6 EC80 alone;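 active = activation above the screen-wide mean of compound activation plus 3 SD, cut at about 130% in these data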;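 also: 0% = background luminescence of wells with medium and substrate only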
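Test system: human U3A cells carrying STAT3-luciferase construct; control set: IL-6-only wells as 100% reference; timing: compound pre-incubation 1 h before IL-6, then 6 h stimulation at 37 °C; also added: IL-6 stimulus at 33 ng/mL final; evaluation: % activation versus median of IL-6-stimulated wells; detection: reporter luminescence signal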
PPARg SRC-3 ag: PPARgamma agonists recruiting SRC-3 coactivator, primary screen, biochemical | 200,000 compounds, 0.26% hits | Peroxisome proliferator-activated receptor gamma (Homo sapiens), P37231 | AID 731, 2007 | biochemical PPARgamma/SRC-3 coactivator recruitment assay | activation, % at 8 µM; in the data active = activation above about 23%;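 also: 0% = DMSO and 100% = reference agonist; some compounds past the cut are filed as inactive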
Target sequence (P37231 whole entry, looked up): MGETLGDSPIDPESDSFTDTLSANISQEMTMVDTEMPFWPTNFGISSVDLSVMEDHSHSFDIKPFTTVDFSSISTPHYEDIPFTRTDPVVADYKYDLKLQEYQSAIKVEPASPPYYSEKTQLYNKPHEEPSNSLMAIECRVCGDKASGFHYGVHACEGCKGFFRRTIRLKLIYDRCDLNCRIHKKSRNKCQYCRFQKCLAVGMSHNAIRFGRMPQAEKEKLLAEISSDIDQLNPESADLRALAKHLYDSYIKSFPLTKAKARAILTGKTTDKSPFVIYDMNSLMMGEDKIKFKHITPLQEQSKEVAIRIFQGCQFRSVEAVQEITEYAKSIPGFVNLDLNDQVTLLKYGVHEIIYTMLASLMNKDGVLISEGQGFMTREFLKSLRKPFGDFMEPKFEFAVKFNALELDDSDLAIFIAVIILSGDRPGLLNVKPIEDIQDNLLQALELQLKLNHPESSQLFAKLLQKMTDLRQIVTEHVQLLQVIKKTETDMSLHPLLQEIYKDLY
PPARg SRC-2 ag: agonists of PPARg-SRC-2 recruitment, primary screen, biochemical, HTS. activation, % at 8 µM. Peroxisome proliferator-activated receptor gamma (Homo sapiens), P37231. PPARgamma LBD-SRC-2 recruitment. AID 1032, 2008. 200,000 compounds, 0.34% hits; in the data active = activation above about 22%;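 also: 0% = vehicle and 100% = reference agonist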
STAT3 blocker: IL-6 driven STAT3 reporter inhibitors, primary screen, U3A cells, luciferase, luminescence, MLSCN library; inhibition, % at 5.5 µM; 190,000 compounds, 0.89% hits; IL-6 STAT3-luciferase reporter; host cell line lacks STAT1; AID 862, 2007;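 active = inhibition above the mean inhibition across all screened compounds plus 3 SD, cut at about 44% in these data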;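 also: 0% = DMSO only wells and 100% = 100 µM nifuroxazide control wells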
PPARg SRC1 recr: PPARgamma agonists recruiting SRC-1 coactivator, primary screen, biochemical. Peroxisome proliferator-activated receptor gamma (Homo sapiens), P37231. PPARgamma-SRC-1 coactivator recruitment biochemical assay. activation, % at 8 µM. 200,000 compounds, 0.41% hits. AID 631, 2007; in the data active = activation above about 19%;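 also: 0% = DMSO and 100% = reference agonist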
TLR4-MyD88 BLA: inhibitors of TLR4-MyD88 association in cells, primary screen, cell-based, HeLa CL3-4, BLA complementation, FRET ratio; inhibition, % at 8.4 µM; HeLa CL3-4 TLR4/MyD88 BLA complementation; 200,000 compounds, 0.18% hits; in the data active = inhibition above about 25%;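 also: 0% = vehicle and 100% = reference inhibitor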
ROMK primary: ROMK potassium channel modulators, primary screen, cell-based, thallium flux, MLSMR library; ATP-sensitive inward rectifier potassium channel 1 (Homo sapiens), P48048; Tet-inducible ROMK, thallium flux fluorescence; actives lie on both sides; B-score at 10 µM; 130,000 compounds, 2% hits;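 active = signal ratio slope over the read window, or its plate-corrected B-score, at least 3 SD from the plate mean, either direction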;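 also: B-score of the F/F0 ratio slope over 7 to 12 s after thallium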
Target sequence (P48048 whole entry, looked up): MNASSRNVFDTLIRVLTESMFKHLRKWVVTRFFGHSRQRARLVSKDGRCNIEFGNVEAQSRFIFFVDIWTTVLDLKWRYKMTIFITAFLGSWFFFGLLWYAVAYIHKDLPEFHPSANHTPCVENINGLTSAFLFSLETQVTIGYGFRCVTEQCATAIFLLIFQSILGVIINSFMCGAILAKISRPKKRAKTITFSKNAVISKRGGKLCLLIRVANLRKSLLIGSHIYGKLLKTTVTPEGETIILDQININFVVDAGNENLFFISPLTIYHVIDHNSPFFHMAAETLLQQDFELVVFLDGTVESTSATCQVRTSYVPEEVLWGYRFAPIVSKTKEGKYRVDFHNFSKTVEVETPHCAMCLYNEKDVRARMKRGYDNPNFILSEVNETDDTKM
STAT1 inh: STAT1 signaling inhibitors, primary screen, cell-based, HTS, luciferase reporter; NIH 3T3 STAT1-luciferase reporter, IFN-gamma, luminescence; inhibition, % at 5.5 µM; 200,000 compounds, 0.35% hits; AID 920, 2007;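 active = inhibition above a set limit, the mean inhibition across all tested compounds plus 3 SD, cut at about 34% in these data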;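 also: 0% = IFN-gamma with DMSO and 100% = IFN-gamma with 300 µM nifuroxazide; values of inactives mirror those of a sister screen read the other way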
RAM inhibit: inhibitors of the yeast RAM network, primary screen, dse1pr::URA3 reporter, 5-FOA selection; S. cerevisiae dse1pr::URA3 reporter, 5-FOA growth OD615, 2 d; analog-sensitive cbk1-as2 kinase mutant strain; 190,000 compounds, 1.8% hits; inhibition, % at 50 µM;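 active = inhibition above a set limit, 3 SD over mean compound inhibition, cut at about 8.4% in these data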;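 also: 0% = DMSO-only wells with no growth and 100% = 10 µM 1-NA-PP1 full growth; inhibition rescues growth on 5-FOA so higher OD means more RAM inhibition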
* marks the source's active call; other numbers are inactive results; . = not tested or not shown; & = joins results of further samples. Compounds were not picked by outcome, and some 5.6% of all compounds hit somewhere here.

SMILES	TR-FRET SRC-2 ct	S1P3 antag	STAT3 act	PPARg SRC-3 ag	PPARg SRC-2 ag	STAT3 blocker	PPARg SRC1 recr	TLR4-MyD88 BLA	ROMK primary	STAT1 inh	RAM inhibit
CC1(C)NC(C(=O)O)Cc2c1[nH]c1ccccc21 (stereo not drawn)	1663	-14	105	1	-7	-6	-3	4	-1.1	15	0.6
COc1cc(C(=O)Nc2ccccc2N2CCN(S(C)(=O)=O)CC2)cc(OC)c1OC	1709	-5	102	-3	9	-2	-4	2	.	8	2.3
CCCCN(C(=O)c1cnc2n(c1=O)CCS2)c1ccccc1	1798	.	100	3	14	9	7	-6	.	2	0.5
Cc1cccc(-c2c3c(=O)n(C)c(=O)n(C)c3cn2C(C)(C)C)c1	1516	-5	104	-2	2	3	4	8	-0.69	2	0.3
CC(C)COc1ccc(C/C(N)=N/n2cnnc2)cc1	1402	10	80	3	3	25	0	4	0.95	35*	-0.1
CC(=O)Nc1c(C)nn(C(C)=O)c1C	1420	10	98	-4	-8	6	4	4	-1	5	1.2
N/C(Cc1cccs1)=N\OC(=O)COc1ccc(Cl)cc1Cl	1428	.	118	-6	-9	-14	0	-6	-0.62	-21	0.5
CC(C)OC(=O)C[N+](C)(C)CCN1C(=O)C2C(c3ccccc3)C=CC(c3ccccc3)C2C1=O (stereo not drawn)	1615	-9	107	1	-7	-1	-5	-3	-3.3*	-5	-0.6
CC(C(=O)NC(C)(C)C)N(C(=O)CS(=O)CC(=O)Nc1ccc(F)cc1)c1ccccc1F (stereo not drawn)	1624	-4	104	2	-3	4	5	-8	0.59	-3	2.5
CC(=O)Nc1nc(C)c(-c2csc(Nc3ccccn3)n2)s1	1433	-3&2	112	-1	-2	-7	0	-6	0.01	-98	2.9
CN(Cc1ncc[nH]1)C(=O)c1cc(COc2c(F)cccc2F)on1	1644	-16	100	5	5	4	6	-3	0.71	0	-0.2
O=c1c2cc(Cl)ccc2nc(-c2ccccc2Cl)n1O	1651	-19	102	-2	10	0	2	-6	0.0029	-2	-0.1
N=c1c2ccccc2nnn1-c1ccc(C(F)(F)F)cc1	1706	-10	88	5	-1	22	3	-12	0.025	-16	4.2
CC(=O)Nc1ccc(C(=O)Nc2ccc3c(c2)OCO3)cc1	1395	5	101	-1	5	5	5	-1	.	-9	0.0
c1ccc(COc2ccccc2CNCc2cccnc2)cc1	1460	.	102	0	0	-5	9	4	-0.43	1	0.7

Retrieved one by one from above:
SMILES	TR-FRET SRC-2 ct	S1P3 antag	STAT3 act	PPARg SRC-3 ag	PPARg SRC-2 ag	STAT3 blocker	PPARg SRC1 recr	TLR4-MyD88 BLA	ROMK primary	STAT1 inh	RAM inhibit
N=c1c2ccccc2nnn1-c1ccc(C(F)(F)F)cc1	1706	-10	88	5	-1	22	3	-12	0.025	-16	4.2
CC(C)OC(=O)C[N+](C)(C)CCN1C(=O)C2C(c3ccccc3)C=CC(c3ccccc3)C2C1=O (stereo not drawn)	1615	-9	107	1	-7	-1	-5	-3	-3.3*	-5	-0.6
N/C(Cc1cccs1)=N\OC(=O)COc1ccc(Cl)cc1Cl	1428	.	118	-6	-9	-14	0	-6	-0.62	-21	0.5

(listing goes on)
SMILES	TR-FRET SRC-2 ct	S1P3 antag	STAT3 act	PPARg SRC-3 ag	PPARg SRC-2 ag	STAT3 blocker	PPARg SRC1 recr	TLR4-MyD88 BLA	ROMK primary	STAT1 inh	RAM inhibit
CCN(CC)c1ccc(C(=S)NC2CCCCC2)cc1	1650	2	99	7	8	6	1	-14	0.81	-15	0.6
Cc1oc2c(c1C(=O)NC(Cc1c[nH]c3ccccc13)C(=O)O)CCCC2 (stereo not drawn)	1528	-37	117	-14	-5	-15	-6	11	0.11	1	2.4
CC(=O)c1ccc(Oc2cc(C)nc(NCc3ccccc3)n2)cc1	1425	.	94	-5	1	11	-1	-9	.	-3	0.8
CN(C)c1ccnc(-n2cccc2/C=N/O)c1C#N	1329	-9	93	1	-3	13	8	-11	.	-5	0.4
CC(=O)/C=N/Nc1ccccc1	1524	.	96	5	-1	11	-5	6	.	-4	0.1
O=C(c1ccccc1)N1CCN(C(=O)c2ccncc2)CC1	1568	.	98	1	4	7	-2	-1	.	3	.
O=C(CN1CCN(c2ncc(C(F)(F)F)cc2Cl)CC1)N1CCN(c2ncc(C(F)(F)F)cc2Cl)CC1	1424	.	100	-1	-1	6	-2	4	-1.1	5	2.9
O=C(CNC(=O)c1ccco1)N/N=C/c1ccc(O)c([N+](=O)[O-])c1	1841	-1	87	3	-2	14	0	9	.	-3	2.0
CCCN1CCC(NC(=O)Nc2ccc([N+](=O)[O-])cc2)CC1	1479	5	102	0	6	3	8	-4	-2.2	-3	1.8
O=C(Nc1ccc(Cl)cc1F)C1CC1	1661	4	91	1	-5	13	-1	-2	.	7	1.2
O=C(O)Cc1ccc2oc(-c3cccnc3)nc2c1	1569	-17	106	6	5	-5	4	-9	-0.47	-5	0.9
CCCc1cc(=O)[nH]c(SCCN2C(=O)c3ccccc3C2=O)n1	1590	-7	85	-2	-5	22	2	-5	0.19	8	0.4
Cc1sc2nc(SCC(=O)O)[nH]c(=O)c2c1C	1440	-11	102	-7	-5	-1	-2	5	-0.08	-3	1.2
Cc1nc2c(C#N)c[nH]n2c(=O)c1Cc1ccccc1	1557	.	106	1	2	3	4	9	.	0	0.8
C=CCn1c(C)csc1=Nc1ccc(C(C)=O)cc1	1572	-7	100	-4	-1	4	7	6	.	-30	-0.6
N#Cc1cc2c(nc1SCC(O)CS(=O)(=O)Cc1ccc(Cl)cc1)CCCC2 (stereo not drawn)	1434	.	97	-2	5	9	-4	7	-0.046	3	3.6
CC(C)NC(=O)c1onc(CSc2ccc(C(C)C)cc2)c1C(=O)O	1409	.	115	-1	3	-18	-11	9	.	-5	-0.3
Cc1nc(CN2CCN(C(=O)CCc3nnc(Cc4c[nH]c5ccccc45)o3)CC2)cs1	1794	13	95	4	11	10	0	-6	-0.069	1	1.3
CCOC(=O)CNc1c(N2CCN(c3ccccn3)CC2)c(=O)c1=O	1609	-18	104	10	-3	4	8	-17	.	5	2.0
CCOc1cc(NC(=S)NCCOC)c(OCC)cc1NC(=O)c1cccs1	1680	4	93	0	-6	10	13	-6	-0.69	7	4.6
COc1ccccc1-n1nc(C(=O)O)c2ccccc2c1=O	1477	2	99	0	-7	6	-2	-4	-0.024	-2	0.6
COc1ccc(S(=O)(=O)Nc2c(C)nc3nc[nH]n3c2=O)cc1	1500	-1	104	2	1	-4	5	6	-0.14	9	3.0
CCn1c2ccccc2c2cc(NC(=O)C(C)Oc3ccccc3)ccc21 (stereo not drawn)	1506	.	97	5	15	6	2	-3	.	11	-0.5
Cc1c(N=Cc2nc3ccccc3[nH]2)c(=O)n(-c2ccccc2)n1C	1592	.	115	0	8	-11	6	8	.	-10	3.4
COc1cc(NC(=O)CCNC(=O)Cn2cnc3ccccc3c2=O)cc(OC)c1OC	1391	.	110	5	-6	-12	2	4	1.2	8	-0.5
C=CCOc1ccc(/C=N/NC(C)=O)cc1OCC	1602	-15	105	0	-6	-4	-2	-12	-0.33	5	1.3
COc1ccc(NCc2nnc(SCCN3CCCCC3)n2-c2ccc(C)cc2)cc1	1658	-6	103	-3	0	-1	-8	-7	-2.8	-8	2.5
CC(C)(C)C1c2[nH]c3ccccc3c2CCN1CCCn1cccn1 (stereo not drawn)	1406	-9	108	6	3	-4	5	-35	-1.3	22	4.7
O=C1CCCC2=C1C(c1ccc(Cl)cc1)N1C(=O)CCSC1=N2 (stereo not drawn)	1424	.	98	-1	-4	6	-3	-2	.	9	-0.5
O=C(Nc1ccc2c(c1)OCO2)c1ccc(COc2ccc3c(c2)CCC3)o1	1556	-36	105	-3	9	-3	6	-15	.	-29	11*

Whole records as entered above. Values in the order: TR-FRET SRC-2 ct | S1P3 antag | STAT3 act | PPARg SRC-3 ag | PPARg SRC-2 ag | STAT3 blocker | PPARg SRC1 recr | TLR4-MyD88 BLA | ROMK primary | STAT1 inh | RAM inhibit
O=C(c1ccccc1)N1CCN(C(=O)c2ccncc2)CC1 across the screens: 1568 | . | 98 | 1 | 4 | 7 | -2 | -1 | . | 3 | .
Cc1sc2nc(SCC(=O)O)[nH]c(=O)c2c1C across the screens: 1440 | -11 | 102 | -7 | -5 | -1 | -2 | 5 | -0.08 | -3 | 1.2
CC(C)COc1ccc(C/C(N)=N/n2cnnc2)cc1 across the screens: 1402 | 10 | 80 | 3 | 3 | 25 | 0 | 4 | 0.95 | 35* | -0.1

Further compounds
SMILES	TR-FRET SRC-2 ct	S1P3 antag	STAT3 act	PPARg SRC-3 ag	PPARg SRC-2 ag	STAT3 blocker	PPARg SRC1 recr	TLR4-MyD88 BLA	ROMK primary	STAT1 inh	RAM inhibit
COC(=O)c1cn(CC(=O)N2C(C)CCCC2C)c2ccccc12 (stereo not drawn)	1394	.	104	8	-3	-1	0	-1	.	-8	1.0
CC(C)Cn1c2c(c(O)c(C(=O)Nc3ncccc3O)c1=O)CCCC2	1540	-4	99	-7	6	5	-6	5	.	-3	4.7
COc1ccc(-c2csc(NC(=O)c3cccc(S(=O)(=O)N4CCN(C)CC4)c3)n2)cc1	1818	.	75	10	3	34	10	6	.	1	0.3
Cc1ccc(-c2csc3ncnc(Oc4cccc5ccc(C)nc45)c23)cc1	1567	-22	105	0	0	-4	-7	2	-0.32	-2	3.7
Cc1onc(-c2c(F)cccc2Cl)c1C(=O)OCc1cnc(Cl)s1	1330	11	105	-2	-4	-2	-8	-17	-1	-1	0.5
CCOc1ccc(N2CC(=O)N/C2=N\c2nc(C)cc(C)n2)cc1	1467	19	97	-4	-11	6	3	-5	.	-4	1.2
O=c1[nH]c(Nc2ccc(F)cc2)cc2ccccc12	1560	.	104	9	11	3	7	6	-0.22	-9	1.6
O=C(NCc1ccccc1)C1=C[C@@H](c2ccccc2)C[C@@H](OCc2ccc(CO)cc2)O1	1468	-12	.	-1	0	.	-4	-1	.	8	7.6
